# NPSR antagonist – blocks cAMP signaling of the human neuropeptide S receptor | Potency, µM (titrated, usually from 38.3 µM), for the others: at the top dose activity change, negative = inhibition, usual class: inhibitors | 1% of 220,000 active | Q6W5P4 | CHO-NPSR cells, cAMP TR-FRET, antagonist mode; note: potency is the fitted concentration of half-maximal effect; % is set by controls: 0 for no effect and ±100 for the full control effect; nearly all actives have a fitted effect of over 50% in size; many of its hits are not listed in these tables
# Target sequence (Q6W5P4 whole entry, looked up): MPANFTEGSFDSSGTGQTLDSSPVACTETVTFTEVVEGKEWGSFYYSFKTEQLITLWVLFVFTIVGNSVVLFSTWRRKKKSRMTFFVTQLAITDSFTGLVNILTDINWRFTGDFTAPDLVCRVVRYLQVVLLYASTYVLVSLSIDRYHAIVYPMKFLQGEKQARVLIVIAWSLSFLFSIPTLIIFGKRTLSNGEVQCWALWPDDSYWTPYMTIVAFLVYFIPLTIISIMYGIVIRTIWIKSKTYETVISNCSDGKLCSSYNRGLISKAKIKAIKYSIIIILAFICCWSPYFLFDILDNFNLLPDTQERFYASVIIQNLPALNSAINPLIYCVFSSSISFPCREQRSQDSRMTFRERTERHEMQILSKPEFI
# IMPase Li inh – cell-permeable IMPase inhibitors with lithium potentiation; CHO-M1 cells, IP1 TR-FRET (IP-One), carbachol + lithium; Potency, µM (top dose mostly 59.4 µM), inactives show at the top dose activity, negative = IMPase inhibition, hits mostly inhibitors; 0.35% of 210,000 active;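 note: IP1 builds up when IMPase is blocked and the TR-FRET signal falls; potency is the fitted concentration of half-maximal effect; plate controls were basal vehicle for no effect and high inhibitor control for full effect; nearly all actives have a fitted effect of over 50% in size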
#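 Readout is a homogeneous TR-FRET IP1 immunoassay (Ex 320, Em 665 and 620), where raised cytosolic IP1 lowers signal. Cells were CHO-M1 treated 30 min at 37C with test compounds plus a little lithium; AC50 values came from Hill-equation fitting.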
# KinaseGlo FLuc – Kinase-Glo luciferase inhibition (counter-screen); Q27757; Kinase-Glo luciferase, ATP luminescence, 8 min; Potency, µM (titrated, usually from 38.3 µM), inactives show at the highest dose activity change, negative = inhibition, most hits filed as inhibitors; 0.28% of 200,000 active; note: potency is the fitted concentration of half-maximal effect; % is set by controls: 0 for no effect and ±100 for the full control effect; nearly all actives have a fitted effect of over 60% in size
#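 Substrate mix (final 50 mM imidazole pH 7.2, 50 mM KCl, 7 mM MgCl2, 10 uM ATP, 0.01% Tween 20, 0.05% BSA) plus pin-tool compound, then Kinase-Glo detection mix; 8 min ambient, luminescence read.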
# CBFb-RUNX1 inh – CBF-beta/RUNX1 interaction disruption | AlphaScreen CBFb-His/RUNX1-biotin binding, biochemical | Potency, µM (highest dose often 59.8 µM), without a hit: at the highest dose activity, negative = inhibition, actives largely listed as inhibitors | 230,000 tested, under 10 active | AID 1477; note: % of control where 0% means no effect
# Target sequence (Q01196 whole entry, looked up): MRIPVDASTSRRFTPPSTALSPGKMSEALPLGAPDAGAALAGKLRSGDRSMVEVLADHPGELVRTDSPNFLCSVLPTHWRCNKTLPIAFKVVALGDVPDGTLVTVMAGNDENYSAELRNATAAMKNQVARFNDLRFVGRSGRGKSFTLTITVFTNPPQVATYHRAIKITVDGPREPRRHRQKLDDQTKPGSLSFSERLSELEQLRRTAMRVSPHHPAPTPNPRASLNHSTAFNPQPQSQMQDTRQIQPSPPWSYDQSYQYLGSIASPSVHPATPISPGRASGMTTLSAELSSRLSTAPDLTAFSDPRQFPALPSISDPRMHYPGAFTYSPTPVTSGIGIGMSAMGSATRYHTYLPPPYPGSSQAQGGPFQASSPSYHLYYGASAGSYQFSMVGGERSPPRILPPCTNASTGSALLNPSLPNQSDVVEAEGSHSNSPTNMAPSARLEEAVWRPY
# Target sequence (Q13951 whole entry, looked up): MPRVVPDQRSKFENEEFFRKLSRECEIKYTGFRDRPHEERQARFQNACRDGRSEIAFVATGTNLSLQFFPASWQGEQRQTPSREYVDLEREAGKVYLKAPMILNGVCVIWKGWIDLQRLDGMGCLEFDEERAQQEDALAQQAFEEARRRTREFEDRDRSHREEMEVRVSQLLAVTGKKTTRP
#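 Proteins preincubated together for 20 min at RT before compound addition; 15 min later, nickel and streptavidin beads were added and left 90 min prior to AlphaScreen measurement.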
# HttQ103 aggreg – reduces HttQ103-GFP aggregates in PC12 cells. PC12 HttQ103-GFP aggregates, Acumen cytometry, 40 h. Potency, µM (top dose mostly 46.1 µM), for the others: at the top dose activity change, negative = inhibition, most hits filed as inhibitors. 1.1% of 220,000 active. AID 1688; note: potency is the fitted concentration of half-maximal effect; % is set by controls: 0 for no effect and ±100 for the full control effect; nearly all actives have a fitted effect of over 60% in size
#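 Aggregates are detected as GFP objects 1–25 µm with signal 6 STDEV over background in lysates of induced PC12 cells. These carry Huntingtin exon 1 with 103 glutamines fused to GFP under an ecdysone promoter; compounds titrated.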
# Epigenetic reg – epigenetic control regulation, reporter derepression. murine LDR cells, GFP reporter derepression, 30 h. Potency, µM (top dose mostly 53.9 µM), without a hit: top-dose GFP activation, most hits filed as activators. 0.2% of 280,000 active. AID 1865; note: potency is the fitted concentration of half-maximal effect; % of control where 0% means no effect; nearly all actives have a fitted effect of over 60% in size
#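 GFP-positive cell count by laser-scanning cytometry (objects 20–120 um) after 30 h, 37 C compound exposure of murine LDR cells; reporter is CMV-GFP integrated at a silenced locus, inducible by HDAC or DNMT inhibitors.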
# Lamin A splicing – LMNA splicing modulation; HeLa LMNA splicing GFP/RFP minigene ratio, 48 h; Potency, µM (titrated, usually from 46.1 µM), inactives show at the top dose ratio change, negative = inhibition, actives largely listed as inhibitors; 0.01% of 200,000 active; active = well fitted inhibition curve with a large enough effect in the signal ratio, with a control signal flat, not every such curve was filed as active; inconclusive = small, poorly fitted or top-dose-only effect, or effect the other way, or a change in a side signal; the % refers to the signal ratio; note: potency is the fitted concentration of half-maximal effect; % is set by controls: 0 for no effect and ±100 for the full control effect
#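 S3 HeLa cells stably expressing lamin A-EGFP splicing minigene plus DsRed2, 600 cells/well, 48 h compound exposure at 37C. Laser-scanning cytometry; analysed as GFP (500-530 nm)/RFP (575-640 nm) total intensity ratio; 0.5% DMSO vehicle.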
# * marks the source's active call; other numbers are inactive results; ? = inconclusive; nt = no result given; & = joins results of further samples; [ ] = dose if it differs, or a comment. Unless noted, calls come from the whole dose curve; as a rule, active = well fitted curve in the direction sought with a large enough effect; inconclusive = small, poorly fitted or top-dose-only effect, or another doubt; inactive = no such curve, though single readings can be large; an effect the other way counts as inactive or inconclusive. The list is partial; count on the stated rates, not on these rows.
# Codes: A = NPSR antagonist; B = IMPase Li inh; C = KinaseGlo FLuc; D = CBFb-RUNX1 inh; E = HttQ103 aggreg; F = Epigenetic reg; G = Lamin A splicing
> COc1ccc(/C=C\C(=O)Oc2cccc(/C=N/NC(=O)Cc3ccc(OC)c(OC)c3)c2)cc1
  A: -18%[46.1 µM] | B: 7% | C: -2% | D: 7% | E: -7% | F: 2.3% | G: 1%

> CCn1c(O)c(N=NC(=O)c2ccc(CSc3nncn3C)cc2)c2ccccc21
  A: -20% | B: 10% | C: -1% | D: 7% | E: 24% | F: 0.0% | G: 0%

> Cc1nnc(SCC(=O)N(C)c2ccccc2)n1Cc1ccccc1
  A: -1% | B: 5% | C: -2% | D: 1% | E: -1% | F: 1.8% | G: nt

> COc1ccc(C(c2sc3nc(C)nn3c2O)N2CCC(C(N)=O)CC2)cc1OC (configuration not stated)
  A: -11%[46.1 µM] | B: 22%[38.3 µM] | C: 1% | D: 6% | E: -5% | F: 0.0% | G: -5%

> CCOc1ccc(C(=O)CN2CCN(S(=O)(=O)c3ccc(Cl)cc3)CC2)cc1
  A: -23%[46.1 µM] | B: 9%[38.3 µM] | C: -5% | D: -1% | E: -5% | F: -1.2% | G: 10%

> CC(C)c1ccccc1NC(=O)COC(=O)c1ccc(Cl)c(S(=O)(=O)N2CCCCCC2)c1
  A: -9% | B: -1% | C: 0% | D: 20% | E: 14% | F: -3.9% | G: -11%

> O=c1oc2ccccc2c2c1ncn2-c1ccccc1
  A: -9%[46.1 µM] | B: 23%[38.3 µM] | C: 0% | D: 10% | E: 11% | F: -2.1% | G: 2%

> O=C(c1csc2c1CCCC2)N1CCCCC1
  A: -4%[46.1 µM] | B: 24%[38.3 µM] | C: -3% | D: -2% | E: -12% | F: -1.0% | G: 2%

> Cc1ccccc1-n1c(=O)n(CCc2ccccc2)c(=O)c2[nH]cnc21
  A: 3%[7.67 µM] | B: nt | C: nt | D: 8% | E: 17%[9.22 µM] | F: 0.0% | G: nt

> Fc1ccc(-c2cn(-c3ccccc3)c3[n+]2CCS3)cc1
  A: 5% | B: nt | C: nt | D: 4% | E: 14%[9.22 µM] | F: -1.0% | G: nt

> Cc1n[nH]c(=O)nc1NCc1ccc(Cl)cc1
  A: 17%[46.1 µM] | B: 17%[38.3 µM] | C: 0% | D: 7% | E: -10% | F: 0.0% | G: -1%

> Cc1ccc(S(=O)(=O)NCCCCCC(=O)Nc2nccs2)cc1
  A: ? | B: -1%[38.3 µM] | C: 3% | D: 2% | E: 23% | F: -1.0% | G: -13%

> Cc1ccnc2nc(C(=O)OCC(=O)NCCc3ccc(Cl)cc3)nn12
  A: 5% | B: 5% | C: 0% | D: 0% | E: -10% | F: 1.0% | G: -4%

> O=C(Cc1ccccc1)NNC(=O)c1cccs1
  A: 3%[46.1 µM] | B: 2%[38.3 µM] | C: -2% | D: 1% | E: -6% | F: 1.1% | G: 12%

> COc1ccc(C)cc1NC(=O)CSc1nnc(-c2ccc(C)cc2)o1
  A: 5%[46.1 µM] | B: 8%[38.3 µM] | C: 2% | D: -2% | E: -1% | F: 2.9% | G: 2%

> CS(=O)(=O)N(Cc1ccccc1)c1ccc(C(=O)Nc2ccccc2Sc2ccccc2)cc1
  A: -15% | B: 14% | C: -2% | D: 2% | E: 5% | F: 0.0% | G: -8%

> O=C(C1CC1)N1CCc2cc(Br)cc(S(=O)(=O)NCCCN3CCCC3)c21
  A: -3%[46.1 µM] | B: 7% | C: -2% | D: -26% | E: -3% | F: 0.9% | G: -9%

> CCc1ccc(NC(=O)CCc2nc3ccccc3[nH]2)cc1
  A: 4% | B: -6% | C: 0% | D: -4% | E: 16% | F: 3.3% | G: nt

> Cc1ccc(S(=O)(=O)NC(CC(C)C)C(=O)Nc2nccs2)cc1 (configuration not stated)
  A: -8%[46.1 µM] | B: 29%[38.3 µM] | C: 1% | D: 0% | E: -1% | F: 3.5% | G: 2%

> COCC(=O)NC1(c2nnnn2CCOC(=O)Nc2ccc(Cl)cc2)CCCCC1
  A: -4% | B: -3% | C: 4% | D: -2% | E: -3% | F: 4.8% | G: nt

> O=C(/C=C/c1cn(-c2ccccc2)nc1-c1ccccc1)Nc1ccc(C(=O)O)cc1
  A: -41% | B: 20% | C: nt | D: 3% | E: 0% | F: 1.1% | G: nt

> Cc1csc(C2=C(O)CN(CCc3ccccc3)C2=N)n1
  A: -15%[46.1 µM] | B: -16%[38.3 µM] | C: 14% | D: 0% | E: -16% | F: 6.5% | G: -5%

> Cc1csc(NC(=O)CSc2nc(C)nc3c2c(=O)n(C)c(=O)n3C)n1
  A: -14%[46.1 µM] | B: 24%[38.3 µM] | C: 2% | D: 10% | E: -18% | F: 0.0% | G: 0%

> COc1ccc2[nH]cc(C=O)c2c1
  A: -4%[46.1 µM] | B: -7%[38.3 µM] | C: 0% | D: -16% | E: 3% | F: 2.6% | G: 4%

> COc1ccc2sc3ccccc3c(=O)c2c1OC
  A: 1%[46.1 µM] | B: -4%[38.3 µM] | C: -7% | D: 6% | E: -13% | F: 0.0% | G: -1%

# Structures from the list above with an NH in an aromatic ring (four):
# Codes: A = NPSR antagonist; B = IMPase Li inh; C = KinaseGlo FLuc; D = CBFb-RUNX1 inh; E = HttQ103 aggreg; F = Epigenetic reg; G = Lamin A splicing
> Cc1ccccc1-n1c(=O)n(CCc2ccccc2)c(=O)c2[nH]cnc21
  A: 3%[7.67 µM] | B: nt | C: nt | D: 8% | E: 17%[9.22 µM] | F: 0.0% | G: nt

> Cc1n[nH]c(=O)nc1NCc1ccc(Cl)cc1
  A: 17%[46.1 µM] | B: 17%[38.3 µM] | C: 0% | D: 7% | E: -10% | F: 0.0% | G: -1%

> CCc1ccc(NC(=O)CCc2nc3ccccc3[nH]2)cc1
  A: 4% | B: -6% | C: 0% | D: -4% | E: 16% | F: 3.3% | G: nt

> COc1ccc2[nH]cc(C=O)c2c1
  A: -4%[46.1 µM] | B: -7%[38.3 µM] | C: 0% | D: -16% | E: 3% | F: 2.6% | G: 4%

# Other results follow.
# Codes: A = NPSR antagonist; B = IMPase Li inh; C = KinaseGlo FLuc; D = CBFb-RUNX1 inh; E = HttQ103 aggreg; F = Epigenetic reg; G = Lamin A splicing
> COc1ccc(C(=O)C2CCCN(C(=O)C3=CCCC3)C2)c(C)c1 (configuration not stated)
  A: -10% | B: 6% | C: -5% | D: 5% | E: 5%[9.22 µM] | F: 1.0% | G: 28%[46 µM]

> O=C(CN1CCN(Cc2ccccc2)CC1)N/N=C/c1cccs1
  A: -3% | B: nt | C: nt | D: 9% | E: 22%[9.22 µM] | F: 0.0% | G: nt

> CCCCn1c(N)c(C(=S)NC(=O)CC(C)(C)C)c(=O)n(C)c1=O
  A: -2%[46.1 µM] | B: nt | C: nt | D: -5% | E: -18% | F: 2.6% | G: ?

> O=C(CCN1CCC(c2cccs2)=N1)c1cccs1
  A: -2% | B: nt | C: nt | D: 6% | E: -17%[9.22 µM] | F: 2.2% | G: ?

> Cc1ccc(NC(=O)CSc2nnc(-c3cccnc3)s2)cc1
  A: -12% | B: -22% | C: 3% | D: -6% | E: 4% | F: -0.1% | G: -10%

> CNCCC(Oc1ccccc1C)c1ccccc1 (configuration not stated)
  A: -2%[46.1 µM] | B: 31%[activator] | C: -3% | D: -14% | E: 2% | F: 2.4% | G: ?

> CC(C)CNC(=O)N[C@@H](CC(C)C)C(=O)O
  A: 26% | B: nt | C: nt | D: 9% | E: 0%[9.22 µM] | F: 1.0% | G: nt

> COc1ccc(C(=O)CSc2nnc(-c3cc(C)cc(C)c3)o2)cc1
  A: -14%[46.1 µM] | B: 12%[38.3 µM] | C: 0% | D: 8% | E: 12%[9.22 µM] | F: 0.4% | G: 8%

> COC(=O)CCCC1=CC2=CC(=O)C(C)(OC(=O)C3CCCC3)C(=O)C2=CO1 (configuration not stated)
  A: 5% | B: 10% | C: 0% | D: 4%&-24% | E: -2%[9.22 µM] | F: -0.3%&-1.1% | G: nt

> C/C(=N\NC(=O)c1[nH]c2c([N+](=O)[O-])cc(C)cc2c1-c1ccccc1)c1cccnc1
  A: -10%[46.1 µM] | B: 3%[38.3 µM] | C: 3% | D: -7% | E: -1% | F: -0.9% | G: ?

> Cc1nc(SCC(=O)NCCc2ccccc2)c2oc3ccccc3c2n1
  A: ? | B: 6.3µM* | C: 0% | D: 12% | E: -1% | F: -0.8% | G: -3%[0.0737 µM]

> CCC1CCCCN1CCCNC(=O)C1CCC(=O)N1Cc1ccc(C)cc1 (configuration not stated)
  A: 0%[46.1 µM] | B: 7%[38.3 µM] | C: -4% | D: 5% | E: 10% | F: 1.1% | G: 16%

> O=C(c1ccc(NS(=O)(=O)c2cccs2)cc1)N1CCCCC1
  A: 2%[46.1 µM] | B: -3% | C: -2% | D: -2% | E: 0% | F: 2.4% | G: ?

> Clc1ccc(SCCn2ccnc2)cc1
  A: -3%[46.1 µM] | B: -22%[38.3 µM] | C: -4% | D: 4% | E: -10% | F: -0.9% | G: 7%

> C=CCOc1cccc(C2C(C(=O)c3ccco3)=C(O)C(=O)N2CCN(CC)CC)c1 (configuration not stated)
  A: 3%[46.1 µM] | B: -27%[38.3 µM] | C: -1% | D: -2% | E: -3% | F: 0.0% | G: -2%

> C/C(=N\NC(=O)c1csc(C)c1C)c1ccc(C)s1
  A: 0% | B: -1% | C: -6% | D: 0% | E: -12% | F: -3.8% | G: 1%

> C=CCNC(=O)c1cc2sccc2n1C
  A: 15% | B: nt | C: nt | D: 2% | E: 1%[9.22 µM] | F: -3.1% | G: nt

> O=[N+]([O-])c1ccc(COc2ccccc2/C=N/O)cc1
  A: 16% | B: 9% | C: -2% | D: -5% | E: -14% | F: 3.7% | G: ?

> COc1ccc(Cc2nc(-c3ccccn3)no2)cc1OC
  A: 20% | B: 11% | C: 2% | D: -4% | E: 9% | F: -1.0% | G: nt

> CCN(CC)c1nc2n(c(=O)n1)CCN2CC
  A: -10%[46.1 µM] | B: 9%[38.3 µM] | C: 0% | D: 0% | E: 4% | F: 0.0% | G: -5%

> O=C(c1ccc(F)cc1)[C@@H]1[C@@H](C(=O)c2ccccc2)[C@@]2(C(=O)Nc3ccccc32)[C@H]2c3ccccc3C=CN12
  A: -43% | B: 14% | C: -1% | D: 3% | E: 5% | F: -1.1% | G: ?

> CCCCOc1ccc(C(=O)NCc2ccncc2)cc1
  A: -16%[46.1 µM] | B: 24%[38.3 µM] | C: -5% | D: 7% | E: -13% | F: -1.0% | G: ?
